# Bioassay records: PubChem, National Center for Advancing Translational Sciences (NCATS)
# RXFP1 antagonist: RXFP1 (human) relaxin receptor antagonism | HEK293-RXFP1, relaxin-stimulated cAMP HTRF, 30 min; hits give low values | activity change, negative = inhibition, % at 57.5 µM | 350,000 compounds, 0.59% hits;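 active = activity change of -60% or lower, but not beyond a set lower limit; inconclusive = change between -60% and -40%, or beyond the set limit; inactive = change above -40%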; note: % is set by controls: 0 for no effect and ±100 for the full control effect
# Pol beta inh: inhibitors of human DNA polymerase beta; Potency, µM (doses to about 114 µM), for the others: at the top dose activity change, negative = inhibition, usual class: inhibitors; 340,000 compounds, 1.3% hits; P06746; Pol beta primer extension/strand displacement, fluorescence kinetic; note: potency is the fitted concentration of half-maximal effect; % is set by controls: 0 for no effect and ±100 for the full control effect
#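 Human Pol beta at 10 nM; strand-displacement substrate 50 nM final. Compound exposure 15 min at room temperature before start, reaction 10 min at room temperature.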
# POLI inh: DNA polymerase iota (human) inhibition | AID 588590 | Q9UNA4 | Pol iota fluorescent replication assay, 10 min | 390,000 compounds, 1% hits | Potency, µM (titrated, usually from 115 µM), for the others: at the top dose activity, negative = inhibition, hits mostly inhibitors; note: potency is the fitted concentration of half-maximal effect
#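 Fluorescent replication assay read twice, at 0 min and 10 min after adding 50 nM (final) substrate. Enzyme (10 nM) and compounds were first incubated 15 min at room temperature; enzyme-free buffer wells were negative controls.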
# POLK inh: DNA polymerase kappa (human) inhibition. purified Pol kappa, fluorescent DNA synthesis assay, 10 min. Potency, µM (top dose mostly 107 µM), for inactives: top-dose activity, negative = inhibition, hits mostly inhibitors. 400,000 compounds, 0.53% hits. AID 588579; note: potency is the fitted concentration of half-maximal effect; % is set by controls: 0 for no effect and ±100 for the full control effect
#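 10 nM Pol kappa preincubated 15 min at room temperature with compounds, then reaction started with substrate at 50 nM final. Fluorescence read kinetically at 0 and 10 min; buffer-only wells served as negative control.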
# POLH inh: DNA polymerase eta (human) inhibition | Potency, µM (top dose mostly 114 µM), without a hit: at the top dose activity change, negative = inhibition, most hits filed as inhibitors | Q9Y253 | 390,000 compounds, 1.2% hits | AID 588591 | recombinant Pol eta, fluorescent DNA replication assay; note: potency is the fitted concentration of half-maximal effect; % is set by controls: 0 for no effect and ±100 for the full control effect
#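 Fluorescent replication assay: 50 nM final substrate added after a 15 min room-temperature compound preincubation with 10 nM enzyme. Signal taken at 0 min and again at 10 min.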
# APE1 inh: APE1 (human) endonuclease inhibition. Potency, µM (highest dose often 65.8 µM), without a hit: at the highest dose activity change, negative = inhibition, hits mostly inhibitors. P27695. recombinant APE1, TAMRA/BHQ-2 abasic DNA cleavage fluorescence. 350,000 compounds, 0.35% hits;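 note: potency is the fitted concentration of half-maximal effect; plate controls were vehicle for no effect and reference inhibitor for full effect; nearly all actives have a fitted effect of over 55% in size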
# Target sequence (P27695 whole entry, looked up): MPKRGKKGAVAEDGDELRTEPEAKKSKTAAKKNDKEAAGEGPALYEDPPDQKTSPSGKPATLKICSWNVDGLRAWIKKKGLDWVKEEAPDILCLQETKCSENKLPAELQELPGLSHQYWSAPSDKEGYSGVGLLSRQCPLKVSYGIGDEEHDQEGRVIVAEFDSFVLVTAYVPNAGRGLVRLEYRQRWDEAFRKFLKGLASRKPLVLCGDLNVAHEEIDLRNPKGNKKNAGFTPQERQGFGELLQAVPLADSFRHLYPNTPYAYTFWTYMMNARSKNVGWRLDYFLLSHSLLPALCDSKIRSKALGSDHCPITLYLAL
#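 Compound pre-exposure to 0.75 nM APE1, 15 min at ambient temperature. Reaction initiated with 50 nM TAMRA/BHQ-2 THF substrate, read immediately in kinetic mode, 525 nm excitation, 598 nm emission.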
# Anesthetic bind: binds horse apoferritin like a general anesthetic. P02791. apoferritin/1-aminoanthracene competitive binding, fluorescence. Potency, µM (titrated, usually from 77.5 µM), for the others: top-dose activity change, negative = displacement, usual class: inhibitors. 350,000 compounds, 0.074% hits. AID 485281; note: potency is the fitted concentration of half-maximal effect; % is set by controls: 0 for no effect and ±100 for the full control effect; nearly all actives have a fitted effect of over 20% in size
# Target sequence (P02791 2-175 limits assumed): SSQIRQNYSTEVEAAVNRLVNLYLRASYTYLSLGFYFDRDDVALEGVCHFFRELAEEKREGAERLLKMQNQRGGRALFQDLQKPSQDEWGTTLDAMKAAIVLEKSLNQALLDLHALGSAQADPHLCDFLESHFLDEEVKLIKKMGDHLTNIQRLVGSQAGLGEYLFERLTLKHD
#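 Steps: apoferritin (10 uM) was premixed with half-saturated 1-AMA in PBS, compounds were pin-transferred, plates stood 10 min at room temperature, fluorescence was read at 380/535 nm, and curves were fitted with a Hill equation.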
# Tb PGK inh: inhibitors of T. brucei phosphoglycerate kinase; 380,000 compounds, 0.043% hits; P07378; Potency, µM (top dose mostly 57.5 µM), for inactives: at the highest dose activity change, negative = inhibition, most hits filed as inhibitors; AID 602233; PGK/GAPDH coupled, Kinase-Glo luminescence, 60 min; note: potency is the fitted concentration of half-maximal effect; % is set by controls: 0 for no effect and ±100 for the full control effect; nearly all actives have a fitted effect of over 60% in size
#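 Recombinant glycosomal PGK reaction used 1,3-bisphosphoglycerate generated in-well by GAPDH (100nM final) in 100mM TEA pH 7.6, 5mM MgCl2, 0.01% Tween-20. After 60 minutes at room temperature, ATP was read by Kinase-Glo Plus luminescence end-point.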
# BLM helicase inh: Bloom syndrome helicase (human) inhibition; Potency, µM (top dose mostly 56.1 µM), for the others: at the top dose activity change, negative = inhibition, hits mostly inhibitors; AID 2528; recombinant BLM DNA unwinding, fluorescence dequenching; 350,000 compounds, 0.2% hits;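 note: potency is the fitted concentration of half-maximal effect; plate controls were vehicle for no effect and no enzyme for full effect; nearly all actives have a fitted effect of over 35% in size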
# * marks the source's active call; other numbers are inactive results; i = inactive; ? = inconclusive; · = not tested or not shown; & = joins results of further samples; [ ] = another dose, or the depositor's remark. Unless noted, calls come from the whole dose curve; as a rule, active = well fitted curve in the direction sought with a large enough effect; inconclusive = small, poorly fitted or top-dose-only effect, or another doubt; inactive = no such curve, though single readings can be large; an effect the other way counts as inactive or inconclusive. This is a subset; rates above refer to the full screens.
RXFP1 antagonist	Pol beta inh	POLI inh	POLK inh	POLH inh	APE1 inh	Anesthetic bind	Tb PGK inh	BLM helicase inh	molecule
-28	-2%	10%	-18%	-17%	-20%	-14%	-9%	-7%	CCCc1ccc(OCc2ccc(C(=O)N3CCSCC3)o2)cc1
-2	10%	10%	5%	-15%	10%	-10%	·	-9%	CCOC(=O)c1ccc(N2C=C(C(=O)OC)C(c3cccc(O)c3)C(C(=O)OC)=C2)cc1
5	-16%	9%	3%	-10%	58%[activator]	3%	-1%	1%	Cc1ccccc1-c1nc(CS(=O)(=O)CC(=O)NC2CCCC2)c(C)o1
-1	-17%	0%	-3%[60.1 µM]	-13%	·	-18%	4%	0%	COc1cccc(CC(=O)Nc2ccc(-c3nc4ccccc4s3)cc2Cl)c1
9	1%	1%	-17%	-7%	-5%	-9%	-2%	-1%	COC(=O)c1cc(C(=O)Nc2nnc(CC(C)(C)C)s2)cc([N+](=O)[O-])c1
-18	-2%	92%[activator]	-8%	-18%	-3%	-17%	-4%	-3%	Cc1cc(Cl)ccc1OCC(=O)N1CCN(c2ncccn2)CC1
6	0%	-24%	?	?	-4%	5%	-11%	1%	Cn1c(=O)c2[nH]c(CNCc3ccccc3Cl)nc2n(C)c1=O
-8	·	17%	-12%	-24%	-3%	·	2%	·	CCC1(c2ccc(F)cc2)NC(=O)N(CC(=O)N2CC(=O)Nc3ccccc32)C1=O (stereo not drawn)
-7	14%	3%	0%	4%	0%	-1%	-4%	-4%	CCOC(=O)C1=C(C(C)=O)C(c2cccnc2)C(C#N)=C(N)O1 (stereo not drawn)
·	21%	2%	-13%	-6%	·	-3%	-2%	-6%	COc1ccc(-c2noc(CN(C(=O)c3cc(OC)c(OC)cc3OC)C(C)C)n2)cc1
1	?	?	-6%	-3%	39%	-6%	-1%	-1%	O=c1c2[nH]cnc2n(-c2ccc(F)cc2)c(=O)n1Cc1ccccc1
·	3%	21%	-8%	-14%	18%	-5%	-9%	-11%	CCOC(=O)c1[nH]c2ccccc2c1NC(=S)Nc1cc(C)ccc1C
?	0%&0%	-16%&-1%	-11%&-10%	-11%&-15%	-9%	-13%&1%	8%&7%	-13%&-9%	Cc1ccc(CCNC(=O)CN2C(=O)COc3ccc(S(=O)(=O)N4CCC(C)CC4)cc32)cc1
-12	-6%	21%	-2%	-15%	9%	-7%	-1%	-14%	O=C(c1cc2cc([N+](=O)[O-])ccc2oc1=O)N1CCOCC1
-11	-1%	1%	-5%	-9%	-5%	-6%	i	3%	COc1ccc(CCN2C(=O)CS/C2=N\NC(=O)c2ccc(C(C)(C)C)cc2)cc1OC
-1	8%	0%	-13%	-10%	-2%	-7%	2%	1%	O=S1(=O)N=C(N2CCOCC2)c2ccccc21
-1	14%	29%	-3%	-13%	-3%	-13%	i	0%	COCCC1CCCCN1Cc1cn(-c2ccccc2)nc1-c1ccc2c(c1)OCO2 (stereo not drawn)
-6	-1%	10%	1%	-17%	·	8%	-29%	-1%	O=c1c2ccccc2n2c(-c3ccc(Cl)cc3)nnc2n1CCc1ccccc1
28	0%	26%	-7%	-10%	2%	-4%	-3%	-5%	C=CCNC(=O)NC(=S)c1ccccc1
14	25%	30%	-14%	-5%	25%	-22%	0%	-2%	COc1ccccc1NC(=O)NNC(=O)C(C)Oc1ccc2ccccc2c1 (stereo not drawn)
-12	·	6%	7%	-5%	·	·	-11%	·	O=C(OCC(=O)N(CCc1ccccc1)Cc1ccccc1)c1cccc(S(=O)(=O)N2CCOCC2)c1
-15	2%	17%	-6%	3%	-2%	-12%	-3%	-6%	COc1ccccc1N1CCN(c2nnc(-c3ccc(F)cc3)c3ccccc23)CC1
·	46%	·	·	·	3%	-2%	·	-3%	CCN1C(=NCCCCO)N[C@@H](c2ccccc2)C(C(=O)OC)=C1C
2	·	30%[activator]	-1%	-7%	-4%	·	2%	·	CCOc1ccc(NC(=O)c2ccccc2NC(=O)CN2CCCCCC2)cc1

# Structures listed so far that have a nitro group on carbon (two):
RXFP1 antagonist	Pol beta inh	POLI inh	POLK inh	POLH inh	APE1 inh	Anesthetic bind	Tb PGK inh	BLM helicase inh	molecule
9	1%	1%	-17%	-7%	-5%	-9%	-2%	-1%	COC(=O)c1cc(C(=O)Nc2nnc(CC(C)(C)C)s2)cc([N+](=O)[O-])c1
-12	-6%	21%	-2%	-15%	9%	-7%	-1%	-14%	O=C(c1cc2cc([N+](=O)[O-])ccc2oc1=O)N1CCOCC1

# (continued)
RXFP1 antagonist	Pol beta inh	POLI inh	POLK inh	POLH inh	APE1 inh	Anesthetic bind	Tb PGK inh	BLM helicase inh	molecule
6	0%	16%	-5%	-14%	·	-4%	-9%	5%	O=C(Nc1cccc(Br)c1)N1CCC(CN2CCCCC2)CC1
-2	·	-3%	2%	-16%	-9%	·	-4%	·	COc1ccccc1CNC(=O)c1ccc(NC(=O)CC2SC(N3CCCC3)=NC2=O)cc1 (stereo not drawn)
1	-1%	11%	-7%	-1%	0%	-7%	-2%	0%	COc1cc(/C=C/C(=O)N(C)c2ccccc2C(=O)O)cc(OC)c1OC
0	20%	-6%	-4%	-8%	-2%	38%[activator]	-16%	-6%	COc1cccc(NC(=O)c2oc3ccccc3c2NC(=O)c2ccc3c(c2)OCO3)c1
·	3%	·	·	·	8%	-4%	·	-3%	Cc1cccc2c1[nH]c1nc(N/N=C\c3ccco3)nnc12
·	·	·	-17%[60.1 µM]	·	?	0%	·	-4%	C[C@@H]1C(=O)O[C@H]2[C@H](O)[C@@]34[C@H]5CC(C(C)(C)C)[C@]36[C@H](OC(=O)[C@H]6O)O[C@]4(C(=O)O5)[C@@]12O (stereo partly drawn)
-12	6%	-6%	-14%[60.1 µM]	-14%	·	50%[activator]	i	-2%	Cc1ccccc1NC(=O)c1ccc(F)c(S(=O)(=O)N(C)C2CCCCC2)c1
25	5%	?	-16%	-5%	-2%	-10%	·	-2%	Cc1cccc(C2NC(=O)c3c(sc(C)c3C)N2)c1O (stereo not drawn)
-17	-1%	15%	1%	-7%	-1%	-4%	-1%	-4%	COc1ccc2[nH]c3c(=O)n(CCCCC(=O)NCCC(C)C)c(=S)[nH]c3c2c1
-6	·	9%	-11%	-8%	-12%	·	-1%	·	Cc1ccc(NS(=O)(=O)c2ccc(C(=O)NNC(=O)c3ccccc3O)cc2)cc1
-22	5%	16%	-10%	3%	-13%	-8%	5%	1%	Cc1ccc(N2CC(C(=O)N3CCOCC3)CC2=O)cc1Cl (stereo not drawn)
-6	29%	152%[activator]	-9%	-15%	2%	-8%	-7%	-7%	Cc1cc([N+](=O)[O-])ccc1NC(=O)Nc1ccc(F)cc1F
-8	3%	7%	11%	-3%	0%	-6%	i	0%	O=C1CCC(=O)N1c1ccc(S(=O)(=O)N2CCCC2)cc1
·	·	·	-9%[60.1 µM]	·	-2%	0%	·	-2%	CC(=O)OCC(=O)C1CCC2C3CC=C4CC(O)CC[C@@]4(C)C3CC[C@]12C (stereo partly drawn)
-2	-12%	6%	5%	0%	·	-7%	i	-3%	CCOc1ccc2nc(N3CCC(C(=O)Nc4ccc(Br)cc4F)CC3)sc2c1
·	44%	23%	6%	-15%	9%	-12%	-9%	4%	Cc1cc(C)cc(C(=O)NC(CC(N)=O)c2ccc(N3CCN(C)CC3)c([N+](=O)[O-])c2)c1 (stereo not drawn)
·	2%	28%	-15%	-27%	-2%	-1%	2%	-2%	Cc1ccc(CCNC(=O)c2coc3nc4ccccc4nc23)cc1
-10	·	1%	-25%	-5%	22%	·	0%	·	CN(C(=O)CN1C(=O)NC(C)(c2cccc(Br)c2)C1=O)C1CCCCC1 (stereo not drawn)
-2	58%	138%[activator]	-11%	-2%	11%	2%	2%	3%	CNC(=S)NNC(=O)c1ccccc1Br
-3	4%	118%[activator]	0%	-19%	3%	?	i	-1%	CC(C)COc1ccc(N)cc1OCC(C)C
-6	12%	-1%	-9%	-18%	0%	-6%	3%	-2%	COc1ccc(-c2oc3ccccc3c(=O)c2OC(=O)c2ccc(C)cc2)cc1
0	-15%	-8%	-11%	-2%	2%	-15%	8%	8%	CCCC(=O)NC(=S)Nc1cccc(-c2nc3ncccc3o2)c1
-3	-2%	-9%	-13%	-17%	·	4%	-3%	4%	Cc1cc(Oc2nc3ccccn3c(=O)c2/C=C(\C#N)c2nc3ccccc3s2)ccc1Cl
-14	-28%	-4%[58.9 µM]	-4%	-4%	4%	-2%	8%	-5%	CCOc1ccccc1NC(=O)c1cc(Cl)ccc1NC(=O)c1ccco1
6	-3%	-6%	-14%	-5%	8%	-16%	1%	-1%	Oc1ccccc1/C=N/Nc1ncc(Br)cn1
10	16%	-30%	-13%	-10%	-10%	2%	-12%	-3%	COC(=O)CCCNC(=O)c1ccccn1
-8	10%	35%[activator]	0%	-13%	29%	-4%	-8%	-8%	Cc1nn(Cc2cccc(F)c2)c(C)c1NC(=O)c1c([N+](=O)[O-])c(C)nn1C
9	10%	5%	-14%	-17%	-1%	-10%	-2%	-1%	Cc1ccc2cc(CN(CCCO)S(=O)(=O)c3cccc4nsnc34)c(=O)[nH]c2c1
1	-13%	20%	-6%	8%	-1%	-9%	i	3%	Nn1c(SCC(=O)NC2CCCCC2)nnc1-c1ccc(Cl)cc1
6	25µM*	-14%	-27%	-4%	13µM*	?	-18%	-30%	COc1ccc(S(=O)(=O)NCc2cccs2)cc1
2	45%	-15%	-4%	-8%	-10%	8%	1%	-4%	O=S(=O)(NC1Cc2ccccc2C1)c1ccccc1
·	21%	5%	-3%	-10%	11%	7%	-8%	2%	COC(=O)c1c(NC(NC(=O)CC(C)C)C(Cl)(Cl)Cl)sc2c1CCC2 (stereo not drawn)
-11	11µM*	22µM*	28µM*	16µM*	-6%	-19%	-14%	-22%	CCN(C(=O)C(C)N1C(=O)/C(=C/c2ccco2)SC1=S)C1CCS(=O)(=O)C1 (stereo not drawn)
